PMI activator: activators of human PMI, primary screen, biochemical, fluorescence intensity, near-Km mannose 6-phosphate. purified human PMI, coupled resazurin fluorescence, 20 min; active compounds read high; 1 = vehicle control, 0 substrate-free wells. activation factor at 20 µM. 190,000 tested, 0.005% active. AID 1214, 2008;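 active means activation factor of 2 or more at 20 µM, relative to plate controls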
Target sequence (P34949 whole entry, looked up): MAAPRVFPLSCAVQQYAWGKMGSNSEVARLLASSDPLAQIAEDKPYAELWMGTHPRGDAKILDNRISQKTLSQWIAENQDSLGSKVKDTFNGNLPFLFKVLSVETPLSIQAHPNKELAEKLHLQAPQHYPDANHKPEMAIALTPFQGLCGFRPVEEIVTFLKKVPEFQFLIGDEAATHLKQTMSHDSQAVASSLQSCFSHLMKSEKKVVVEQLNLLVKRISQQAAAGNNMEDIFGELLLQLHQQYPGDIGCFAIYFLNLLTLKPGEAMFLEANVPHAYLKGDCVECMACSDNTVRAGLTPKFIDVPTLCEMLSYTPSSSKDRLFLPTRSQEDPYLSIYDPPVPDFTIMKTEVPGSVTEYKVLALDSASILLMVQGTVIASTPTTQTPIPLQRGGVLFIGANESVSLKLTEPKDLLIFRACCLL
S1P3 antagonist: S1P3 receptor antagonists, primary screen, cell-based; CHO S1P3 NFAT-BLA reporter, FRET fluorescence, antagonist mode; inhibition, % at 4.98 µM; 170,000 tested, 0.27% active; AID 485, 2006;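 active means inhibition above the plate cutoff, the mean inhibition of test wells on that plate plus 3 SD, cut at about 28% in these data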;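 further: cells challenged with S1P at its EC80 of 0.8 µM; blue over green emission ratio from cleaved BLA substrate after 4 h stimulation; 0% = S1P-stimulated wells and 100% = unstimulated DMSO-only wells; some compounds past the cut are filed as inactive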
Target sequence (Q99500 whole entry, looked up): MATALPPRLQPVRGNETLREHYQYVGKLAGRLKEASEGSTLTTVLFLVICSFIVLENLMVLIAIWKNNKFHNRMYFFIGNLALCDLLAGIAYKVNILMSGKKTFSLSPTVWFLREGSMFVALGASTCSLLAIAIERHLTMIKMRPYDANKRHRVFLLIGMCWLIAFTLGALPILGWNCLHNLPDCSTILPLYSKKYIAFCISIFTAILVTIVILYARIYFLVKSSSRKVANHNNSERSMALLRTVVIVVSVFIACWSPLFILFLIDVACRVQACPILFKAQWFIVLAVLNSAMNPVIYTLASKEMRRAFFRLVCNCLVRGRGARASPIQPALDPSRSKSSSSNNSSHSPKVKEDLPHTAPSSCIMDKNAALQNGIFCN
G6PDH CS: L. mesenteroides G6PDH inhibitors, counter-screen for G6PDH-coupled screening assays, biochemical, Leuconostoc mesenteroides enzyme. glucose-6-phosphate dehydrogenase [Leuconostoc mesenteroides]. Purified L. mesenteroides G6PDH, diaphorase/resazurin coupled fluorescence, 45 min. inhibition, % at 5 µM. 200,000 tested, 0.12% active
RAM inhibit: inhibitors of the yeast RAM network, primary screen, dse1pr::URA3 reporter, 5-FOA selection | S. cerevisiae dse1pr::URA3 reporter, 5-FOA growth OD615, 2 d; analog-sensitive cbk1-as2 kinase mutant strain | inhibition, % at 50 µM | 190,000 tested, 1.8% active | AID 868, 2007;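 active means inhibition above a set limit, 3 SD over mean compound inhibition, cut at about 8.4% in these data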;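 further: 0% = DMSO-only wells with no growth and 100% = 10 µM 1-NA-PP1 full growth; inhibition rescues growth on 5-FOA so higher OD means more RAM inhibition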
L major viab: Leishmania major promastigote growth inhibition, primary screen; Leishmania major promastigotes, resazurin fluorescence viability; inhibition, % at 10 µM; 200,000 tested, 9% active;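 further: promastigotes grown with compound for 44 hours at 28 °C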
TLR4-MyD88 BLA: inhibitors of TLR4-MyD88 association in cells, primary screen, cell-based, HeLa CL3-4, BLA complementation, FRET ratio. HeLa CL3-4 TLR4/MyD88 BLA complementation. inhibition, % at 8.4 µM. 200,000 tested, 0.18% active. AID 861, 2007; in the data active means inhibition above about 25%;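 further: 0% = vehicle and 100% = reference inhibitor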
Diaphorase inh: diaphorase inhibitors and chemical oxidizers, primary screen, counter-screen for diaphorase-coupled primary assays, biochemical, uHTS, resorufin fluorescence. inhibition, % at 20 µM. AID 1217, 2008. diaphorase resazurin-to-resorufin fluorescence, NADH, 16 min; bacterial (C. kluyveri) enzyme, not human. 190,000 tested, 0.69% active;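 active means primary screen inhibition at 20 µM above a set limit, cut at about 50% in these data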;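 further: plate controls were DMSO with full reaction for no effect and wells lacking NADH for full effect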
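Benchmarks: positive control wells lacking NADH, neutral wells with DMSO only. System: bacterial diaphorase enzyme (C. kluyveri). Input: 0.14 U/mL diaphorase, enzyme working solution. Detection: resorufin fluorescence, excitation 544 nm, emission 590 nm. Times: 16-min room-temperature incubation before reading.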
Hsp70 act: Hsp70 transcriptional activators, primary screen, cell-based, HeLa, Hsp70 promoter luciferase, luminescence, 10 µM; HeLa Hsp70 promoter luciferase reporter; scaled: vehicle 0, proteasome-inhibitor control 100%; activation, % at 10 µM; 200,000 tested, 0.04% active; AID 1203, 2008;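 active means activation above the mean across all tested compounds plus 3 SD, cutoff set per campaign, cut at about 5.5% in these data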;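 further: 100% = MG132 at 30 µM as the positive control and 0% = DMSO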
PMI act satM6P: human PMI activators, high substrate, primary screen, biochemical, fluorescence intensity, near-saturating mannose 6-phosphate | Mannose-6-phosphate isomerase (Homo sapiens), P34949 | coupled PMI enzyme assay, resazurin fluorescence, 20 min; active compounds read high; 1 = untreated enzyme, 0 = substrate-free blank | activation factor at 20 µM | 190,000 tested, 0.34% active | AID 1216, 2008;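 active means activation factor of 2 or more at 20 µM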
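assay system = human phosphomannose isomerase with PGI, G6PDH, diaphorase coupling enzymes | quantity = 15 ng/mL PMI | incubation = enzyme reaction with compound 20 min at room temperature | medium = HEPES pH 7.4 buffer with MgCl2 and Tween-20 | compound dosing = one concentration, 20 µM, in 1% DMSO | measured by = Diaphorase-driven resazurin-to-resorufin fluorescence, excitation 544, emission 590 nm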
DTT redox prof: compounds producing H2O2 with reducing agent – biochemical, NIH compound library profiling, artefact control for MLSCN library redox annotation, primary screen; DTT-dependent redox cycling H2O2, phenol red/HRP absorbance; 100% = 100 µM peroxide control, 0% = buffer; activation, % at 10 µM; 200,000 tested, 0.03% active; AID 878, 2007;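 active means activation of at least 50% relative to the plate's high and low controls in the primary single-dose screen; inactive means activation below 50%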;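 further: compound incubated with DTT at 0.8 mM final as the reducing agent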
Diaphorase act: compounds boosting diaphorase resazurin reduction – biochemical, uHTS, resorufin fluorescence, counter-screen for diaphorase-coupled primary assays, primary screen; Diaphorase/resazurin coupled assay, 16 min; active compounds read high; 1 = vehicle wells, 0 = NADH-free wells; activation factor at 20 µM; 190,000 tested, 0.005% active;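 active means diaphorase activity raised at least twofold by the compound at 20 µM; inactive means activation factor below 2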
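Assay system: bacterial diaphorase enzyme (C. kluyveri) / Input: enzyme 0.07 U/mL final / Medium: 50 mM HEPES pH 7.4 with 4.542 mM MgCl2, 0.005% Tween 20 / Doses: single compound dose of 20 µM, 1% DMSO final / Incubation: 16 min enzyme reaction, ambient temperature / Signal: fluorescence, excitation 544 nm and emission 590 nm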
An asterisk follows results filed as active; . = not tested or not shown; & = joins results of further samples. Unless noted, no stated cut-off is given here; in the data, active means inhibition above about 50%; inactive means the rest.

compound | PMI activator | S1P3 antagonist | G6PDH CS | RAM inhibit | L major viab | TLR4-MyD88 BLA | Diaphorase inh | Hsp70 act | PMI act satM6P | DTT redox prof | Diaphorase act
COc1ccc(-c2oc3ncnc(N)c3c2-c2ccccc2)cc1 | 1 | . | 3 | 4.7 | 1 | 8 | 12 | -0.6 | 0.9 | 0.0 | 0.9
COCCCNC(=O)c1ccc(Cn2c(=O)c3ccccc3n(Cc3ccccc3C)c2=O)cc1 | 1 | . | 0 | 1.0 | 5 | -5 | 12 | -0.5 | 1 | 0.0 | 0.9
CS(=O)c1ccccc1COC(=O)Nc1cccc(Cl)c1 (stereo unspecified) | 0.9 | . | 4 | 0.4 | -3 | 14 | 17 | -0.3 | 1 | -2.6 | 0.8
O=C(CCc1ccccc1)NC(c1cccs1)c1cc(Cl)c2cccnc2c1O (stereo unspecified) | 1.1 | -15 | 4 | 7.6 | 99* | 0 | -6 | -0.5 | 0.9 | -9.2 | 1.1
COc1ccccc1Nc1nnc(Cc2ccccc2)c(=O)[nH]1 | 1 | -3 | 4 | 3.1 | -3 | 3 | 2 | -0.1 | 1 | -0.2 | 1
CN1CC2(Cc3c1ccc1ccccc31)C(=O)OC(C)(C)OC2=O | 0.5 | -4 | 7 | 4.7 | -4 | -6 | 51* | 0.4 | 0.4 | -0.1 | 0.5
Cc1ccc(N=Nc2c(O)n(CN3CCOCC3)c3ccccc23)cc1 | 1 | . | 4 | 1.7 | -16 | 4 | 15 | 1.4 | 0.9 | -1.7 | 0.8
COC(=O)C(=Nc1ccccc1)/C(C(=O)C(=O)N(C)c1ccccc1)=C(\O)c1ccc(Cl)cc1 | 1.2 | -5 | 1 | 0.6 | -5 | -6 | 8 | -0.2 | 0.8 | 1.7 | 0.9
COc1ccc(/C=N/Nc2nc(-c3cccc(S(=O)(=O)N4CCCC4)c3)cs2)cc1OC | 1.2 | 0 | 0 | 2.2 | 12 | -4 | 8 | -0.5 | 1.2 | 0.2 | 0.9
Cc1ccc(CN2CCN(/N=C/C=C/c3ccccc3[N+](=O)[O-])CC2)cc1 | 0.9 | -10 | 4 | -0.5 | 24 | -3 | 1 | -0.3 | 0.8 | 0.1 | 1
Cc1cc(NCc2ccccc2)nc(-c2ccccc2O)n1 | 0.8 | 4 | -2 | -0.7 | 25 | -3 | 30 | -0.2 | 0.8 | -0.7 | 0.7
CC(=O)c1ccc(Oc2ccc(C(=O)c3ccc(C)c(C)c3)cc2[N+](=O)[O-])cc1 | 1 | -9 | 10 | 6.9 | 12 | -18 | -4 | -0.5 | 1.1 | 0.2 | 1
O=C(CSC1=NCCS1)N1CCCCCC1 | 1 | -16 | 5 | -0.7 | -5 | -3 | 21 | -0.2 | 1 | -1.6 | 0.8
COc1ccc(CC(NC(C)=O)C(=O)NC2CCN(c3c(Cc4ccccc4)c(C)nc4ncnn34)CC2)c(OC)c1 (stereo unspecified) | . | -17 | 11 | 0.8 | 0 | 3 | . | -0.3 | . | 0.0 | .
Cc1onc(-c2ccccc2Cl)c1C(=O)NC(=S)Nc1ccccc1C(N)=O | 0.9 | 1 | -1 | 0.4 | 43 | -4 | 20 | -0.5 | 0.9 | 0.4 | 0.8
COc1ccc(N=Cc2c(O)[nH]c3ccccc23)cc1 | 1 | . | 12 | 1.1 | 8 | -10 | 9 | 0.7 | 1 | 3.4 | 0.9
COCC(C)NC(=O)/C(=C/c1ccccc1)c1ccccc1 (stereo unspecified) | 1.1 | 0 | 5 | 1.7 | 6 | -12 | -11 | 0.1 | 1 | 0.4 | 1.1
CCOc1ccc(Br)cc1CNc1ccc2c(c1)OCCO2 | 0.8 | -14 | -4 | -0.1 | 12 | 12 | 30 | -0.2 | 0.6 | -0.7 | 0.7
CCOc1nc(C)ccc1-c1noc(-c2ccco2)n1 | 0.9 | -27 | -21 | 2.5 | 33 | -6 | 15 | -0.4 | 0.9 | -0.5 | 0.8
Cc1ccccc1Nc1scc(-c2ccc(Br)cc2)[n+]1-c1ccccc1C | 1.1 | 0 | 7 | 6.0 | 31 | 4 | 8 | -0.6 | 1.1 | 1.3 | 0.9
Cn1c(N)c(C(=O)COC(=O)CCCc2c[nH]c3ccccc23)c(=O)n(C)c1=O | 1.1 | -15 | -2 | 3.6 | -7 | -2 | 27 | -0.4 | 1 | -0.2 | 0.7
CCOC(=O)COc1ccc([N+](=O)[O-])cc1 | 1 | 8 | 12 | 0.8 | 62* | 4 | -5 | -0.3 | 1.1 | -0.5 | 1.1
O=C(/C=C/c1cccc(F)c1)N1CCN(c2ncccn2)CC1 | 0.9 | -5 | 8 | -0.4 | -10 | 6 | 9 | -0.1 | 0.9 | 0.0 | 0.9
COc1ccccc1C(=O)Nc1ccc2c3c(cccc13)CC2 | 1 | 9 | -8 | 5.0 | 47 | -11 | 26 | -0.1 | 0.9 | 0.1 | 0.7
N#C/C(=C\c1ccccc1C(F)(F)F)C(=O)Nc1ccccc1F | 1.1 | -1 | 10 | 1.2 | 7 | -1 | 14 | -0.1 | 1 | -0.2 | 0.9
CN1CCN(Cc2nc3ccccc3c(=O)n2Cc2nc(-c3ccc([N+](=O)[O-])cc3)cs2)CC1 | 0.8 | -3 | -32 | 4.7 | 100* | -6 | 16 | 0.0 | 0.7 | 0.0 | 0.8
Cc1ccc(NC(=O)COC(=O)c2cccc3c(=O)c(C)c(-c4ccccc4)oc23)cc1 | 1 | -8 | -1 | 3.0 | 66* | 8 | 3 | -0.2 | 1.1 | . | 1
Nc1ncnc2c1ncn2CCNCCc1ccccc1 | 0.9 | -4 | -1 | 1.2 | -2 | -16 | 12 | -0.2 | 0.9 | -2.5 | 0.9
Cc1ccc(S(=O)(=O)Cn2nnnc2C(CC(C)C)N2CCN(c3ccccc3)CC2)cc1 (stereo unspecified) | 0.9 | . | 2 | 2.3 | 13 | -11 | 17 | -0.5 | 0.8 | 2.2 | 0.8
CCC1C(=O)N=C(SCC(=O)Nc2cccc3ccccc23)NC1=O (stereo unspecified) | 0.9 | -10 | -2 | 0.6 | -8 | -6 | 10 | -0.1 | 1 | 2.7 | 0.9
COc1ccc2c(c1)c(CC(=O)Nc1ccccc1OC)c(C)n2C(=O)c1ccc(Cl)cc1 | 0.8 | -8 | -7 | 3.6 | 13 | -8 | 19 | -0.4 | 0.9 | 0.4 | 0.8
O=[N+]([O-])c1ccc(N2CCN(C(=S)Nc3ccccc3)CC2)cc1 | 0.8 | -14 | 7 | 7.3 | -4 | 11 | 13 | -0.1 | 0.7 | -1.6 | 0.9
Cc1c(C#N)c(N)nc2c3c(sc12)NC(=O)CC3c1ccc(F)cc1 (stereo unspecified) | 1 | -17 | -10 | 3.0 | 17 | -6 | 10 | 0.2 | 1 | 0.5 | 0.9
CCOC(=O)Cn1c(-c2ccccc2)nc2ccccc2c1=O | 0.8 | . | 2 | -0.4 | -7 | 7 | 24 | -0.4 | 0.9 | -8.5 | 0.8
Cc1[nH]c2ccccc2c1-c1nc2ccccc2[nH]1 | 1.4 | 36 | 8 | -0.1 | 1 | 17 | -4 | -0.1 | 1.3 | -2.3 | 1
CCCCC(c1nnnn1CCOC)N1CCN(C)CC1 (stereo unspecified) | 1.3 | . | 0 | 0.6 | -3 | 4 | 6 | -0.3 | 1.3 | -1.0 | 0.9
C=CCn1cnc2sc(C(=O)Nc3ccccc3OC)c(C)c2c1=O | 0.8 | -8 | 9 | 2.0 | -5 | -7 | 18 | 0.5 | 0.9 | -0.1 | 0.8
CCOC(=O)C1=C(N)n2c(s/c(=C\c3cccs3)c2=O)=C(C(=O)OCC)C1c1cccs1 (stereo unspecified) | 1 | -12 | 2 | 4.7 | -4 | -3 | 12 | -0.3 | 1 | 3.1 | 0.9
C1CCc2nnc(-c3nnc4n3CCCCC4)n2CC1 | 0.8 | 5 | 9 | -0.5 | -8 | 6 | 16 | -0.1 | 0.8 | 0.2 | 0.8
Cc1ccccc1C(=O)NC(=S)Nc1ccc2[nH]c(=O)[nH]c2c1 | 0.9 | -19 | 1 | 1.2 | 5 | -4 | 20 | -0.2 | 0.8 | -1.7 | 0.8
COc1ccc(-c2cc(C(F)(F)F)nc(SCC(=O)Nc3ccc4c(c3)OCO4)n2)cc1OC | 0.7 | -9 | 7 | 2.3 | 1 | 0 | 19 | -0.3 | 0.8 | -0.3 | 0.8
CC(C)Nc1nnc(Sc2ccc(Cl)cc2[N+](=O)[O-])s1 | 0.8 | -7 | 13 | -0.2 | 1 | -4 | 7 | -0.1 | 0.9 | 0.3 | 0.9
COc1ccc2cc(C(=O)C3CCCN(C(=O)CCc4ccccn4)C3)ccc2c1 (stereo unspecified) | 1 | 0 | 17 | 2.3 | -5 | 6 | 13 | 0.0 | 1 | 0.1 | 0.9
Cc1ccc(-n2c(O)c(/C=N/n3cnnc3)c3ccccc3c2=O)cc1 | 1&1 | -17 | 7&1 | -0.7&-1.2 | -9&-5 | 4&10 | 12&12 | 0.1&-0.1 | 1&1 | -0.9&-3.4 | 0.9&0.9
